Compound activity as filed in PubChem.
TRPN1 ag = activates the zebrafish TRPN1 channel; HEK293 zebrafish TRPN1-YFP, Fluo-8 calcium fluorescence; 100% = response to 87 µM carbachol; activation, % at 3 µM; actives 0.18% (n = 220,000); AID 1424;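 active means activation above its plate's cutoff, the mean activation of test wells on that plate plus 3 SD, cut at about 19% in these data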;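 further: 0% = DMSO alone and 100% = 87 µM carbachol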
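Material: zebrafish TRPN1-YFP in HEK293 cells; Doses: single test compound dose, 3 µM nominal, 0.3% DMSO; Timing: dye loading 1 h at 37 °C, then 30 min room temperature; Technique: intracellular calcium fluorescence with Fluo-8; Benchmarks: high carbachol 87 µM, low DMSO alone.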
EBV gp42 block = inhibitors of Epstein-Barr virus glycoprotein 42. Q1HVG2. Fluorescence polarization binding assay, mP read-out. inhibition, % (tested at 21.74 µM). actives 0.42% (n = 220,000); in the data active means inhibition above about 50%
Mdm2 ligase inh = blocks human Mdm2 ubiquitin ligase activity; AID 1230; Q00987; signal enhancement, % at 5 µM; actives 0.11% (n = 210,000); cell-based MDM2 ubiquitination luciferase reporter, 2 h; 0 = plate control, 100 = twice control, blank-subtracted;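 active means signal enhancement of 30% or more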;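 further: luminescence tracks abundance of the self-degrading MDM2-luciferase fusion protein; higher signal means inhibition of MDM2 E3 ligase activity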
Target sequence (Q00987 whole entry, looked up, the tested form may be a part): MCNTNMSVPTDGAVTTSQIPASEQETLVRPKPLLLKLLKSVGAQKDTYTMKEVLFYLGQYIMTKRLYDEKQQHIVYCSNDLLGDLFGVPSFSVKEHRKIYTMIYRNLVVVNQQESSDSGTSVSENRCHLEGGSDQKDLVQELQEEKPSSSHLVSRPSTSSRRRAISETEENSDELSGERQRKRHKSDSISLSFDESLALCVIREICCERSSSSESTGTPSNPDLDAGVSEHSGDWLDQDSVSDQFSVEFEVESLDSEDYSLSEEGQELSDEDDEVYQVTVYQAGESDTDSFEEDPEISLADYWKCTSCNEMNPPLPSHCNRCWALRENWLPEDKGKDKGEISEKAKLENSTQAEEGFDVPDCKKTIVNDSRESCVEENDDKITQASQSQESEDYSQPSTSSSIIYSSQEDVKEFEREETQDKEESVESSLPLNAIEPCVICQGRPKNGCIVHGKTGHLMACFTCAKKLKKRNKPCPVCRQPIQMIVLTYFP
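Material: stable MDM2–luciferase fusion reporter cells / Quantity: 2000 cells/well / Dosing: single 5 µM compound dose, 0.2% final DMSO / Buffer or medium: DMEM / Schedule: 4 h cell settling then 2 h compound exposure, 37 °C / Detection: luminescence with SteadyLite reagent, 15 min at room temperature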
TRPML3 agonist = human mucolipin-3 channel agonism; Q8TDD5; HEK293 TRPML3-YFP, Fluo-8 calcium fluorescence; 100% = the carbachol control signal; activation, % at 3 µM; actives 0.29% (n = 220,000); AID 1448;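 active means activation above its plate's cutoff, the mean activation of the plate's test wells plus 3 SD, cut at about 12% in these data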;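 further: 0% = DMSO only wells and 100% = carbachol wells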
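system = HEK293 cells stably carrying human TRPML3-YFP | doses = one concentration, 3 µM nominal, 0.3% DMSO | timing = dye loading 1 h 37 °C then 30 min ambient, 125 s read | detection = Fluo-8 calcium dye fluorescence, ex 470-495, em 515-575 nm | benchmarks = high control carbachol 87 µM, low control DMSO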
CHOP inh = inhibitors of CHOP induction in ER stress response. actives 3.8% (n = 220,000). CHO-K1 CHOP-promoter luciferase, tunicamycin-induced, 15-18 h. AID 2732. inhibition, % at 10 µM;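 active means compounds that reduced the stress-induced luciferase reporter signal by more than about 70% of percent inhibition, limit read from the data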;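 further: 0% = tunicamycin plus vehicle and 100% = wells without tunicamycin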
Runt-SMMHC FRET = Runt domain-CBFb-SMMHC interaction inhibition | actives 0.74% (n = 220,000) | AID 1434 | Cerulean-Runt/Venus-CBFb-SMMHC FRET ratio 530/480, 1 h | Q01196+Q13951 | inhibition, % at 20 µM;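 active means mean inhibition across duplicate retests at 20 µM reaching about 50%, limit read from the data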;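 further: 0% = DMSO wells and 100% = wells with excess untagged CBFb-SMMHC; inhibitors lower the FRET ratio by blocking Runt binding to CBFb-SMMHC; some results filed as inactive read as strong as hits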
NCF1 inh = p47phox (human) inhibition | p47phox/p22phox peptide binding, fluorescence polarization, 2 h | inhibition, % at 24.7 µM | actives 0.53% (n = 220,000) | AID 1274;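 active means inhibition above about 30%, limit read from the data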;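 further: 0% = p47phox with labelled peptide and 100% = labelled peptide alone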
Target sequence (P14598 whole entry, looked up): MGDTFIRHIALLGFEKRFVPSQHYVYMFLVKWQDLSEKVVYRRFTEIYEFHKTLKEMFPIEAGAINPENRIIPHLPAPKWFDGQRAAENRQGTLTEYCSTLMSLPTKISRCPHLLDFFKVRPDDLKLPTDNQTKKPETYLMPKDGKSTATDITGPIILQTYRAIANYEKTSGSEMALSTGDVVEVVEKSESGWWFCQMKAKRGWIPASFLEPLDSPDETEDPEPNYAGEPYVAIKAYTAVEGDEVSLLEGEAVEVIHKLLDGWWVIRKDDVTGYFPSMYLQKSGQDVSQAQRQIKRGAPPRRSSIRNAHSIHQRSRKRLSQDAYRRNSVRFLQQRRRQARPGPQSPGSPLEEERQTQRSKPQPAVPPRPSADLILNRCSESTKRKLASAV
TNF death inh = blocks TNF-alpha induced death of Jurkat FADD-/- cells | Jurkat FADD-/- TNF necroptosis rescue, ATP luminescence, 24 h; 0 = TNF only, 100 = no-TNF cells | activation (protection from cell death), % at 10 µM | actives 0.068% (n = 220,000);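 active means activation, meaning protection from cell death, of at least 50% relative to plate controls; inactive means activation below 50%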;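 further: necroptosis triggered by 40 ng/mL TNF-alpha added together with compound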
PPC-1+TRAIL kill = kills PPC-1 cancer cells in the presence of TRAIL. cell killing (% activity), % at 4 µM. actives 0.41% (n = 220,000). PPC-1 cells + TRAIL, ATPLite viability luminescence;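 active means cell killing above 50% in the first pass at 4 µM, then a duplicate retest at 5 µM averaging 50% or more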;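 further: plate controls were cells with TRAIL plus DMSO for no effect and medium-only wells lacking cells for full effect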
The depositor's hits bear a star; x = no result given; [ ] = dose if it differs, or a comment.

nr	Compound	TRPN1 ag	EBV gp42 block	Mdm2 ligase inh	TRPML3 agonist	CHOP inh	Runt-SMMHC FRET	NCF1 inh	TNF death inh	PPC-1+TRAIL kill
1	CCCNC(=O)CN(c1ccccc1)S(=O)(=O)c1ccc(OC)c(OC)c1	0.2	-20	-4	0.5	12	-10	1	-1.0	19
2	CCn1c(=O)cc(SCC(=O)N(C)Cc2ccccc2)c2ccccc21	0.7	-9	-8	-0.3	-11	0	-6	-4.6	15
3	CCCCCCCCCCSc1n[nH]c(NC(C)=O)n1	-1.2	2	-10	0.7	28	0	-19	-4.3	-6
4	O=C(OCCOCCN=C1NS(=O)(=O)c2ccccc21)c1ccncc1	2.1	-13	-1	-0.3	-6	0	-18	0.2	-3
5	Cc1cccc(NC(=O)CSc2nnc([C@@H]3CCCN3C(=O)OC(C)(C)C)o2)c1C	-0.2	-10	-8	-0.6	28	4	-9	6.2	4
6	Cc1csc(C(=O)O)c1NC(=O)c1cccc([N+](=O)[O-])c1	-0.1	-3	1	0.9	4	-6	-6	-0.3	-2
7	OC1CCC(NC(=S)Nc2ccc(SC(F)F)cc2)CC1 (configuration not stated)	0.0	-24	-30	0.1	9	0	-7	-0.6	-15
8	CN(CC(=O)Nc1cccc(F)c1)CC(=O)Nc1cccc(S(=O)(=O)N2CCCCCC2)c1	3.4	-3	-1	0.4	14	-2	-9	0.4	0
9	N#Cc1ccc(/C=C(\C(=O)C(=O)O)c2ccc3ccccc3n2)cc1	3.5	-24	x	0.9	-15	64*	-1	0.6	19
10	NS(=O)(=O)c1ccc(CNS(=O)(=O)c2cc(C(=O)O)ccc2Cl)cc1	-1.0	-9	-14	0.7	10	-1	-13	0.2	27
11	CN(C)C(=O)C1(c2ccccc2)CCN(S(=O)(=O)c2ccccc2)CC1	0.1	-14	-7	-0.2	24	3	-1	-2.4	1
12	CCC(c1ccccc1)c1nc(-c2ccccn2)no1 (configuration not stated)	0.8	-13	-16	0.7	-6	-2	2	0.0	-6
13	Cc1cc(NC(=O)CS(=O)(=O)c2cn(Cc3cccc(F)c3)c3ccccc23)no1	-2.2	-6	-16	-0.9	30	2	4	-3.0	8
14	CN(C)CC#Cc1cncc(C(=O)NNC(=O)Nc2ccc(Cl)cc2)c1	0.8	-6	-4	0.9	1	-3	23	3.0	5
15	Cc1cc(C(=O)CSc2nnc(-c3ccccc3)n2C)c(C)n1C	-0.4	-7	-4	-0.1	-26	1	-1	-0.8	20

Full records, quoted from the list.
Cc1cc(NC(=O)CS(=O)(=O)c2cn(Cc3cccc(F)c3)c3ccccc23)no1 in the list: TRPN1 ag = -2.2; EBV gp42 block = -6; Mdm2 ligase inh = -16; TRPML3 agonist = -0.9; CHOP inh = 30; Runt-SMMHC FRET = 2; NCF1 inh = 4; TNF death inh = -3.0; PPC-1+TRAIL kill = 8
CCC(c1ccccc1)c1nc(-c2ccccn2)no1 (configuration not stated) in the list: TRPN1 ag = 0.8; EBV gp42 block = -13; Mdm2 ligase inh = -16; TRPML3 agonist = 0.7; CHOP inh = -6; Runt-SMMHC FRET = -2; NCF1 inh = 2; TNF death inh = 0.0; PPC-1+TRAIL kill = -6

(continued)
nr	Compound	TRPN1 ag	EBV gp42 block	Mdm2 ligase inh	TRPML3 agonist	CHOP inh	Runt-SMMHC FRET	NCF1 inh	TNF death inh	PPC-1+TRAIL kill
16	CCCN(CCC)C(=O)c1cc([N+](=O)[O-])cc2c1-c1ccc([N+](=O)[O-])cc1C2=C(C#N)C#N	-1.2	-9	6	-0.5	-66	-9	-8	-31	12
17	CCOC(=O)c1[nH]c2c(c1C)C(=O)CC(c1ccc(N(C)C)cc1)C2 (configuration not stated)	1.8	-12	-8	-0.3	9	-2	-4	0.2	8
18	NC(=O)c1ccsc1NC(=O)c1ccc2c(c1)CCCC2	-1.8	14	x	0.9	33	0	-20	-16	78*[5 µM]
19	CCN(CC)C(=O)C1CCCN(C(=S)Nc2cccc3ccccc23)C1 (configuration not stated)	-0.9	-11	-13	-0.2	19	1	-5	1.2	6
20	Cc1ccnc2nc(C(=O)OCC(=O)Nc3ccc4c(c3)OC(F)(F)O4)nn12	1.4	-43	8	-0.4	11	-2	-12	-0.5	14
21	CCC(C(=O)N1CC2(C)CC1CC(C)(C)C2)N1C(=O)c2ccccc2C1=O (configuration not stated)	-0.3	-21	-7	0.1	-3	3	1	-0.3	8
22	Nc1c(C(=O)N2CCOCC2)sc2nc3c(cc12)CCC3	1.1	-6	-10	0.5	-3	x	-9	-0.3	x
23	O=c1c2ccccc2nnn1Cc1ccc(F)cc1	0.2	-1	13	0.3	-6	-2	-1	2.4	12
24	CCc1ccc(-n2cccc2/C=C2/C(=N)N3C(=NC2=O)SN=C3S(C)(=O)=O)cc1	-0.7	36	-15	0.4	-4	3	-93	-0.1	-6
25	O=[N+]([O-])CC(=Nc1ccc(F)cc1)N/N=C\c1oc(O)c2ccccc12	-0.5	-13	x	0.2	0	-11	-27	4.0	21
26	CCN(CC)C(=O)c1sc(NC(=O)C(C)C)c(C#N)c1C	0.2	-12	-3	-0.2	-2	0	-5	0.1	1
27	Cc1ccnc(SCCn2c(N3CCC(C)CC3)nc3c2c(=O)[nH]c(=O)n3C)n1	1.6	-15	-11	1.1	22	1	-4	-1.8	-4
28	CCOC(=O)N1CCC(N2CCCC(C(=O)c3cccc(OC)c3)C2)CC1 (configuration not stated)	1.7	-8	-56	0.1	10	-2	-13	5.1	10
29	CC(C)C(=O)NCc1cc(-c2ccccc2)no1	0.1	-10	0	0.5	-10	4	-1	-0.3	6
30	CCCCNC(=O)CS(=O)Cc1nc(-c2cccc(C)c2)oc1C (configuration not stated)	-0.2	-3	6	-0.3	-9	0	-11	0.3	9
31	CC(CC(=O)Nc1cc(C(F)(F)F)ccc1Cl)c1ccccc1 (configuration not stated)	-2.5	2	-12	-1.0	54	0	2	4.2	18
32	COCC1CCN(C(=O)CCc2nnc(CCCCc3ccccc3)o2)CC1	-0.4	1	-5	1.3	13	1	8	-0.6	-4
33	O=c1[nH]c2ccccc2nc1/C=C(\O)C1CC1	-0.6	-8	-7	0.2	5	37	-1	1.5	24
34	COc1ccc(/C=N/Nc2nc(N)cc(Cl)n2)cc1OC	-0.6	-3	x	0.1	-7	4	-27	5.8	15
35	COc1ccc(NC(=O)C2CCCN(c3cc(C)nc4ncnn34)C2)cc1 (configuration not stated)	-0.9	-11	8	1.1	-16	-3	-6	-0.5	15
36	Clc1ccccc1CSc1nnc(Cn2cnc3ccccc32)n1-c1ccccc1	0.3	0	-14	0.8	20	2	-6	0.7	2
37	COc1cc2c(cc1NC(=O)C(C)OC(=O)c1ccc(S(=O)(=O)Nc3ccccc3Cl)cc1)oc1ccccc12 (configuration not stated)	0.2	-18	-3	1.0	10	-13	-2	2.5	18
38	Cc1cc(Cl)ccc1OCC(=O)Nc1nc(-c2cccs2)cs1	-0.6	-11	0	-0.1	-12	94	-12	-0.4	8
39	CCOc1ccc(N2C(=O)c3cccnc3C2Nc2ccc(OC)cc2)cc1 (configuration not stated)	-0.4	-5	-9	-0.1	-7	0	-19	-0.3	-11
40	COC(=O)Cc1c(C(=O)OC)nnn1-c1ccc(OC)cc1	0.5	-6	-8	0.2	32	-3	-1	0.3	6
41	CN(C)c1cccc(NC(=O)c2ccco2)c1	-1.2	-10	-9	0.7	2	0	0	-0.6	15
42	ClC(Cl)(Cl)c1nc(N/N=C/c2ccncc2)c2ccccc2n1	3.3	-16	-11	1.2	14	-5	-18	-0.1	25
43	O=C(CN(CCc1ccccc1)C(=O)c1csnn1)NC1CCCC1	0.6	-12	-4	0.5	-6	0	11	0.5	26
44	Cc1nn(-c2cccc(Cl)c2)c2c1C(c1cccnc1)C(C#N)=C(N)O2 (configuration not stated)	1.8	-2	-20	0.3	30	1	-9	-7.4	13
45	O=c1[nH][nH]c(-c2ccccc2)c1C=Nc1ccc(OC(F)(F)F)cc1	-0.1	2	-10	1.1	20	-2	-8	-4.4	1
46	CC(=O)c1sc2nc(=O)c(C)nn2c1C	0.5	-18	-5	1.3	20	1	-6	2.5	3
47	NC(=S)NNC(=O)Nc1cccc(Cl)c1	2.0	-22	-2	0.8	-13	2	-5	0.9	23
48	Cc1nonc1NC(=O)Nc1cccnc1	0.8	-3	-6	0.4	-17	0	8	1.7	7
49	Cc1cc(C)c(S(=O)(=O)Cc2ccc(Cl)cc2)c(=O)[nH]1	-0.2	-19	-1	0.6	-11	-6	2	0.4	13
50	CCCC(=O)N1CCN(c2ccc([N+](=O)[O-])c(NC(C)c3ccccc3)c2)CC1 (configuration not stated)	-2.6	-22	-13	-1.7	0	-8	-10	-9.9	-5
51	Cc1cc(=O)oc(C)c1C(=O)N1CCCCC1	0.2	-16	-15	0.6	-9	0	-18	-0.6	15
52	Cc1cccc(-n2c(C)nc3sccc3c2=O)c1	0.5	-14	-15	0.9	7	-12	-15	-3.4	42
53	CCOC(=O)c1sc(=NC(=O)C2CC2)n(C)c1C	0.0	-6	-13	0.6	-11	-1	-6	6.2	3
54	C=CCC1CCCC(=O)N2CC[C@H](O)C12 (some centres not stated)	1.8	-12	x	0.7	-19	4	15	0.2	28
55	OCCN1CN=C(Nc2nc3ccccc3o2)NC1	-0.8	-23	-64	0.7	-13	2	-13	-2.8	4
56	O=C(COC(=O)C12CC3CC(CC(Br)(C3)C1)C2)Nc1cccnc1Cl	0.2	-12	-8	1.0	61	-3	-5	0.5	7
